# NCF1 inh – blocks human p47phox regulatory protein of NADPH oxidases; P14598; p47phox/p22phox peptide binding, fluorescence polarization, 2 h; inhibition, % at 24.7 µM; hit rate 0.53% among 220,000; AID 1274;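 active = inhibition above about 30%, limit read from the data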;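 also: 0% = p47phox with labelled peptide and 100% = labelled peptide alone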
# Target sequence (P14598 whole entry, looked up): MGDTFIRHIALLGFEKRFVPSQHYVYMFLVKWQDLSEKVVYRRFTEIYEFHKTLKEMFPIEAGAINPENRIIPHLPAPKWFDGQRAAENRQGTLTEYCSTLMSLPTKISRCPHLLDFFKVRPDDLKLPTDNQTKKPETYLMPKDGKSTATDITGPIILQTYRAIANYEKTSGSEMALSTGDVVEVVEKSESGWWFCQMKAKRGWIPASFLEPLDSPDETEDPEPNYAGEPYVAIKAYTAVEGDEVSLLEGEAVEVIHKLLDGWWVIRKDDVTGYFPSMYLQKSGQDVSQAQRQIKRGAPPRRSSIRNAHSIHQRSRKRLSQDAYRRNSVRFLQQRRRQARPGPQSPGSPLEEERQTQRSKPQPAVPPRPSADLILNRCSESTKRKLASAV
# m-calpain inh – calpain II (pig) inhibition | hit rate 0.37% among 220,000 | purified calpain II, fluorogenic peptide substrate, 30 min | inhibition, % at 16 µM | AID 1236;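 active = inhibition above about 50%, limit read from the data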
# EBV gp42 block – EBV gp42 inhibition. Q1HVG2. Fluorescence polarization binding assay, mP read-out. inhibition, % (tested at 21.74 µM). hit rate 0.42% among 220,000. AID 1085; in the data active = inhibition above about 50%
# Furin inh – human furin inhibition; P09958; purified furin, fluorogenic substrate cleavage; inhibition, % at 30 µM; hit rate 0.061% among 220,000; in the data active = inhibition above about 25%; also: inactives centre near -15
# Target sequence (P09958 108-714 limits assumed): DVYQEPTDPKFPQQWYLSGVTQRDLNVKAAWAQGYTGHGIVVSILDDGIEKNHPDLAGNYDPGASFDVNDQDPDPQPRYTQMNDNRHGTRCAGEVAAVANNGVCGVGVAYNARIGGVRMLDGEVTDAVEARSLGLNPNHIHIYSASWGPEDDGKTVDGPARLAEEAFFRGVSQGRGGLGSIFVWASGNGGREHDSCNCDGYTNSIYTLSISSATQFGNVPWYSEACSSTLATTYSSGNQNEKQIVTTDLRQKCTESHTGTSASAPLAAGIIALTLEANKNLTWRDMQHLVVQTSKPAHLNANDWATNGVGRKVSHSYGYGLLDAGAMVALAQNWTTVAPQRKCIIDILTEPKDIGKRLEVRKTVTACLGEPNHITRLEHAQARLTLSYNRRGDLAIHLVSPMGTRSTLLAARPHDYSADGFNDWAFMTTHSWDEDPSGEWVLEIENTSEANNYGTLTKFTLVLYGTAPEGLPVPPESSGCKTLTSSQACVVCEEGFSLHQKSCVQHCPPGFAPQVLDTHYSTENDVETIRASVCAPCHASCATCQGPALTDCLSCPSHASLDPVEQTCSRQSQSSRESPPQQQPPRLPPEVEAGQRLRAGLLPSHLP
# Runt-CBFb FRET – Runt domain-CBFb interaction inhibition; Q01196+Q13951; inhibition, % at 20 µM; AID 1496; Cerulean-Runt/Venus-CBFb FRET ratio 530/480, 1 h; hit rate 0.46% among 220,000;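 active = inhibition over about 50% at 20 µM in the single-dose screen, limit read from the data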;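 also: 0% = DMSO wells and 100% = excess unlabeled CBFb competitor control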
#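 Buffer or medium: Tris pH 7.5 buffer with BSA. Assay system: Cerulean-labeled Runt domain protein. Amount: each fluorescent fusion protein 100 nM. Read-out basis: loss of energy transfer signal. Incubation: 1 h compound exposure, room temperature. Probe or stimulus: Venus-CBFb binding partner, 100 nM. Detection: FRET, excitation 422 nm, emission at 530 and 480 nm.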
# Runt-SMMHC FRET – inhibitors of human RUNX1 Runt domain binding to CBFb-SMMHC | Q01196+Q13951 | Cerulean-Runt/Venus-CBFb-SMMHC FRET ratio 530/480, 1 h | inhibition, % at 20 µM | hit rate 0.74% among 220,000;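 active = mean inhibition across duplicate retests at 20 µM reaching about 50%, limit read from the data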;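 also: 0% = DMSO wells and 100% = wells with excess untagged CBFb-SMMHC; inhibitors lower the FRET ratio by blocking Runt binding to CBFb-SMMHC; some results filed as inactive read as strong as hits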
# RBBP9 inhibitor – inhibitors of human serine hydrolase RBBP9; O75884; recombinant RBBP9, FP-Rh probe fluorescence polarization; inhibition, % at 7.94 µM; hit rate 0.2% among 220,000;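 active = inhibition above the campaign mean of all tested compounds plus 3 SD, cut at about 14% in these data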;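 also: plate controls were DMSO wells with RBBP9 for no effect and wells lacking RBBP9 protein for full effect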
#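 System: RBBP9 protein / Quantity: 2.5 µM RBBP9 dispensing solution, before mixing / Also added: Serine-hydrolase probe FP-Rh, 375 nM pre-mixing / Dosing: 7.94 µM single dose, 0.794% DMSO / Timing: enzyme-compound preincubation 30 min, then probe labeling 45 min, 25 °C / Signal: FP readout at 525/598 nm / Controls: DMSO-treated enzyme wells and wells lacking RBBP9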
# p97 ATPase inh – blocks human p97 ATPase activity | inhibition, % at 8 µM | P55072 | AID 1481 | hit rate 0.42% among 220,000 | recombinant p97 ATPase, Kinase-Glo ATP luminescence, 3 h; in the data active = inhibition above about 15%;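 also: 0% = DMSO vehicle and 100% = wells lacking enzyme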
# Tb hexokinase – blocks Trypanosoma brucei hexokinase 1 activity | recombinant TbHK1, G6PDH-coupled NADH A340 | inhibition, % at 10 µM | hit rate 0.11% among 220,000 | AID 1430;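 active = inhibition of 50% or more in the single-dose primary screen; inactive = inhibition below 50%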
# * hit, by the source's call; . = not tested or not shown; [ ] = remark or other dose.
SMILES,NCF1 inh,m-calpain inh,EBV gp42 block,Furin inh,Runt-CBFb FRET,Runt-SMMHC FRET,RBBP9 inhibitor,p97 ATPase inh,Tb hexokinase
CC(Sc1nc(-c2ccc(F)cc2)cs1)C(=O)N1c2ccccc2CC1C (centres undefined),-59,40,-23,-9,0,2,-7,-9,9
N#Cc1cc2c(nc1SCc1cccnc1)CCCC2,3,-35,-26,-11,3,4,-9,-3,1
CN1CCN(S(=O)(=O)c2ccc(Cc3ccc(S(=O)(=O)N4CCN(C)CC4)cc3)cc2)CC1,0,-7,-22,-5,-2,1,-11,-8,-4
O=C(CN1C(=O)COc2ccccc21)N1CCc2ccccc2C1,-5,5,-25,-18[20 µM],1,-5,2,9,1
COc1ccc(NC(=S)NCCSc2ccc(Cl)cc2)c(OC)c1,0,-3,9,-15[20 µM],5,5,-7,0,2
O=C(CSC(=S)N1CCOCC1)Nc1nc(=O)c2ccccc2s1,-2,18,-1,-15,28,3,-9,-1,-2
Cc1ccc(N2CCN(c3ccc(C)cc3)C2c2ccccn2)cc1,-9,14,4,-8,-2,-5,-10,-4,-9
CC(C)N1C(=O)/C(=C/c2nc3ccccc3c(=O)n2-c2ccccc2)c2ccccc21,-5,-40,0,-21[20 µM],-5,0,3,6,-11
CCOC(=O)C1CCN(C(=O)CN(Cc2ccc(Cl)cc2)S(C)(=O)=O)CC1,-12,5,-21,-28[20 µM],0,0,-6,-1,2
Cc1nc2ccccc2c2oc(C(=O)N3CCN(C4CCCCC4)CC3)cc12,-15,5,-9,-15,-7,0,-7,0,-3
COc1cc([N+](=O)[O-])ccc1NC(=O)CSc1ccccn1,2,5,-4,-27,2,-5,-9,3,-19
CC(C)CCSc1nc2ccccc2[nH]1,2,11,4,-18,1,-2,-7,-4,1
Cc1ccc(N(CC(O)Cn2nc(C)cc2C)S(=O)(=O)c2ccc3ccccc3c2)cc1 (centres undefined),-13,11,-6,-22,-3,0,1,5,2
O=C(Nc1ccc(F)cc1)c1csc(Cc2ccccc2)n1,2,8,5,-3,-3,-2,-8,-1,-4
CC(=O)Nc1ccc(S(=O)(=O)N2CCN(c3cccc(C)c3C)CC2)cc1,-11,-3,-1,-31,-6,2,-8,-3,-3
COc1ccc(Cn2nnnc2CN2CCC(O)(c3ccc(F)cc3)CC2)cc1,0,-4,5,-7,1,0,-12,-6,-2
Cn1c(=O)c2c(O)cc(=O)n(-c3ccccc3)c2n(C)c1=O,-10,6,-24,-21,0,-2,-2,9,-3
Cc1ccc2[nH]c(-c3ccccc3)c(CN3CCOCC3)c(=O)c2c1,2,22,1,-34[20 µM],2,-1,-10,2,-20
CCCCCCCSc1nsc(N)n1,-8,8,-4,-15[20 µM],-1,5,-3,-4,3
O=C1CCCC2=C1C(c1cccc(O)c1)c1c(ccc3ncccc13)N2 (centres undefined),-3,2,12,-1,4,2,-12,-1,-11
Cc1cc(-c2cccs2)nc(-n2cccc2)n1,-16,-5,-6,-18[20 µM],-4,10,-8,-4,-7
C/C=C/C(=O)Nc1nnc(C2CCCCC2)s1,0,-28,-12,-22,.,.,-2,-1,-6
CC1CCN(CCC(=O)N2CCCc3c2c(=O)oc2ccc(O)cc32)CC1,-3,1,-20,-11,2,1,-4,6,-11
CCOC(=O)/C(C#N)=C\c1cc(C)n(-c2ccccc2)c1C,-24,23,-7,-28[20 µM],-1,1,-2,-5,-2
Cn1cccc1/C=N/NC(=O)c1cccc(OC(F)(F)C(F)F)c1,-18,31,-10,-10,-1,1,-2,-4,-33

# Limited to RBBP9 inhibitor, Runt-SMMHC FRET and Tb hexokinase, for 2 of the compounds above:
SMILES,RBBP9 inhibitor,Runt-SMMHC FRET,Tb hexokinase
Cc1ccc(N(CC(O)Cn2nc(C)cc2C)S(=O)(=O)c2ccc3ccccc3c2)cc1 (centres undefined),1,0,2
Cc1cc(-c2cccs2)nc(-n2cccc2)n1,-8,10,-7

# Carrying on.
SMILES,NCF1 inh,m-calpain inh,EBV gp42 block,Furin inh,Runt-CBFb FRET,Runt-SMMHC FRET,RBBP9 inhibitor,p97 ATPase inh,Tb hexokinase
COc1cccc(Nc2nc(=O)[nH]nc2C)c1,-13,6,-6,-23[20 µM],0,4,-10,3,-6
CCC(=O)Nc1cccc(Oc2nc(C)cc(C)c2C#N)c1,-1,9,-9,-23,2,0,-4,1,-6
COc1ccccc1NC(=O)CSc1nnc(CNC(=O)COc2ccc(Cl)cc2)o1,-6,9,-12,-11,-6,-5,-2,0,-4
O=C(CSc1nnc(-c2cccs2)n1-c1cccc(Cl)c1)c1cccc2c1OCCO2,1,-10,0,-18[20 µM],1,4,3,3,-1
CCN(Cc1cnn(C)c1)Cc1nc(Cc2ccccc2Cl)no1,-13,-39,-20,-20,2,0,-5,5,3
Cc1cccc(Cn2c(N(C)CCO)nc3c2c(=O)[nH]c(=O)n3C)c1,-2,-25,-87,-15,1,0,-2,-6,-1
COC(=O)c1sccc1NC(=O)CSc1ccc(Cl)cc1,-5,41,2,-13[20 µM],-2,-2,-4,-1,4
COc1ccc(-c2nnc(CSc3nnc(-c4ccncc4)n3C3CCCCC3)o2)cc1OC,-15,-13,-9,-25,0,0,0,2,-3
COC(=O)c1ccccc1NC(=O)C1COc2ccccc2O1 (centres undefined),6,11,-1,-23[20 µM],0,-1,0,-3,-3
COc1cc(C(=O)NCc2nnc(SCC(=O)Nc3cc(C)cc(C)c3)o2)cc(OC)c1OC,-10,-11,-18,-11[20 µM],-1,-4,-9,-3,-2
CC(=O)C(Cc1ccc(Cl)nc1)(Cc1ccc(Cl)nc1)C(C)=O,1,-3,0,-27,0,1,-5,-1,-3
CC(C)(C)C(=O)Nc1ccc2c(c1)OCCOCCOc1cc(NC(=O)C(C)(C)C)ccc1OCCOCCO2,-4,0,-10,-30,-1,3,-2,7,0
CCN1C(=O)CC(N2CCN(c3ccc(C(=O)c4ccncc4)cc3)CC2)C1=O (centres undefined),-13,16,-10,-18[20 µM],2,-6,5,3,-35
Fc1ccc(NC(=S)Nc2cccnc2)cc1Cl,-5,13,18,-17,21,8,-6,6,-1
Cc1cc(NC(=O)Nc2cccc(Cl)c2)n(-c2ccccc2)n1,-2,-5,-3,-23,-1,-1,-2,3,-5
CCNS(=O)(=O)c1ccc(Br)c(OC)c1,-10,-4,-33,-13[20 µM],0,-1,-4,-2,-5
O=C(Nc1ccccc1)c1c(F)cccc1F,6,1,12,-19[20 µM],-1,-8,-9,-1,-6
O=C(Nc1cnc2sccn2c1=O)c1ccc(Cl)cc1Cl,-10,-58,-23,-7[20 µM],1,-3,-1,-2,-27
CC(C)C(=O)Nc1nnc(-c2ccco2)s1,-15,-22,-18,-32,3,0,-10,5,-24
CC(C)C(=O)NC(NCC1CCCO1)C(Cl)(Cl)Cl (centres undefined),-7,-4,-3,-23[20 µM],-1,-4,-2,1,-4
COc1ccc(Br)cc1/C=N/NC(=O)c1cc(OC)c(OC)c(OC)c1,-23,-5,-11,-21,-6,-2,-9,3,-11
CCOC(=O)CNC(=O)CSc1nc(-c2ccc(OC)cc2)ns1,-5,6,-14,-28,13,1,-6,2,0
O=C(CCCCCCN1C(=O)c2ccccc2C1=O)N1CCC(c2ccccc2)C1 (centres undefined),-1,53*,-7,-10[20 µM],-3,1,-1,-13,-1
O=C(COC(=O)c1cnccn1)NCc1ccc(Cl)cc1,5,-14,-5,-17,0,3,-3,2,-2
CCCNC(=O)Cn1cnc([N+](=O)[O-])n1,-2,0,-19,-10,2,3,-3,6,31
# Additional results.
SMILES,NCF1 inh,m-calpain inh,EBV gp42 block,Furin inh,Runt-CBFb FRET,Runt-SMMHC FRET,RBBP9 inhibitor,p97 ATPase inh,Tb hexokinase
Cc1ccc(C(=O)CSc2ccccn2)cc1,-12,20,-12,-23,36,14,-5,4,6
COc1ccc(CCN(CC(=O)NC2CCCC2)C(=O)Cn2nnc(-c3ccc(C)o3)n2)cc1OC,-13,-14,-16,-21,-1,-4,-12,0,-7
COc1ccc(OC)c(NC(=O)c2nc3ccccc3s2)c1,-10,-50,-8,-34,-13,-15,-8,3,1
CCOC(=O)Cc1nnc(NC(=O)CC)s1,-21,-6,-6,-20,3,2,-8,-1,1
CN(Cc1ccccc1)c1ncnc2c1cnn2-c1ccccc1,-15,2,-1,-8,-2,5,-13,0,9
Cc1nn(CCc2n[nH]c(=S)n2-c2ccc(F)cc2)c(C)c1[N+](=O)[O-],-3,5,-13,-5[20 µM],6,4,-4,-7,-4
COCCNC(=O)c1n[nH]c2ccccc12,5,-19,-11,-27,0,2,-5,2,2
OCCOCCNc1ncnc2c1cnn2-c1ccc(Cl)cc1,-21,-1,-15,-3,.,7,12,7,-3
CCOC(=O)CC(=O)CSc1nc2c(c(-c3cccs3)c1C#N)CCC2,-49,3,-30,-13,2,10,4,6,-7
OCc1cc(C(O)CNCCCCCCOCCCCc2ccccc2)ccc1O (centres undefined),-8,24,-7,.,-4,-10,8,10,.
CC(=O)Nc1ccc(S(=O)(=O)Nc2cccc3[nH]ncc23)cc1,-10,51*,-20,-25,2,0,-7,2,3
CN=C1S/C(=C\c2ccc(N3CCOCC3)cc2C)C(=O)N1C,-38,-34,-21,-6,-13,-32,-1,2,20
CC(=O)c1cccc(NC(=O)N2C3CCC2CC(NC(=O)Nc2ccccc2)C3)c1 (centres undefined),-6,-5,-19,-25,0,-4,5,5,-2
Cc1nc(NCCc2cnc[nH]2)c2oc3ccccc3c2n1,.,.,.,-11,.,-1,1,5,6
CN(CCNC(=O)c1ccc(/C=N/O)nc1)Cc1ccccc1,-6,-8,-3,-17,2,2,-3,-1,-8
C=CCc1c(C)nc(SCc2nc3ccccc3c(=O)[nH]2)[nH]c1=O,-6,13,-8,-17,0,-2,6,9,1
CCCCn1c(/N=C/c2ccc3c(c2)OCO3)nc2ccccc21,-13,13,-15,-5[20 µM],3,1,-13,-2,-6
COc1ccc(CNC(=O)COC(=O)Cc2ccc(Cl)cc2Cl)cc1,2,-17,7,-13,-3,-6,-13,0,5
COc1ccc(-c2cc(C(F)(F)F)c(C#N)c(SCC(=O)Nc3ccc(C)cc3)n2)cc1,-4,-24,-3,-3[20 µM],-1,-14,0,4,-7
Cc1cccc(NC(=O)c2ccc(COc3ccc(Cl)cc3Cl)o2)n1,-9,39,-7,-14[20 µM],0,2,-5,-3,4
Cc1ccc(-c2noc(-c3ccccc3F)n2)cc1,-4,-2,-4,-15,0,1,-7,2,-3
CCC(=O)N(CCc1ccccc1)Cc1cc2cc(OC)ccc2[nH]c1=O,-4,-54,-7,-30,0,-1,-4,-3,-24
CCOc1cc(Cl)c(NC(=O)CC)cc1OCC,-6,-13,-3,-19,-2,-2,-7,0,-7
CCn1c(SC)nnc1C1CCN(S(=O)(=O)c2ccc(OC)cc2)CC1,-3,0,-11,-13[20 µM],0,-2,-5,2,2
Cn1c(COc2ccccc2)nnc1SCC(=O)Nc1ccc(S(N)(=O)=O)cc1,-4,1,-22,-27[20 µM],1,-5,-2,6,-2
Cn1c(CNc2nc(-c3ccccc3)cs2)nnc1SCC(=O)c1ccccc1,-8,-2,-5,-23,0,0,-2,-5,2

# Shown with values under each structure: 3 of the compounds above
# Below each compound – NCF1 inh, m-calpain inh, EBV gp42 block, Furin inh, Runt-CBFb FRET, Runt-SMMHC FRET, RBBP9 inhibitor, p97 ATPase inh, Tb hexokinase
> Cc1cccc(NC(=O)c2ccc(COc3ccc(Cl)cc3Cl)o2)n1
    -9, 39, -7, -14[20 µM], 0, 2, -5, -3, 4
> Cc1ccc(-c2noc(-c3ccccc3F)n2)cc1
    -4, -2, -4, -15, 0, 1, -7, 2, -3
> CCC(=O)N(CCc1ccccc1)Cc1cc2cc(OC)ccc2[nH]c1=O
    -4, -54, -7, -30, 0, -1, -4, -3, -24

# Assay outcomes (PubChem BioAssay)
